NFkB transloc inh: blocks IL-1B driven NFkB nuclear translocation in HUVEC cells. HUVEC IL-1B NFkB p65 nuclear translocation imaging. inhibition, % at 2 µM. 94,000 tested, 0.43% active. AID 796;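 active means inhibition above about 30% together with a positive call from visual inspection of the well image, limit read from the data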;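 further: nuclear over cytoplasmic p65 intensity ratio measured by imaging; 0% = IL-1B stimulated DMSO wells and 100% = unstimulated DMSO wells; values of inactives mirror those of a sister screen read the other way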
Bcl-B TR3 displacers: displacers of TR3 peptide from Bcl-B, primary screen, selectivity assay for Bfl-1 inhibitor project, biochemical, fluorescence polarization; FP displacement of FITC-TR3 peptide from Bcl-B; higher % means a stronger effect; displacement, % at 20 µM, or IC50 in µM where a hit was titrated; 96,000 tested, 0.11% active; AID 748;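 active means displacement above 50% at 20 µM plus a fluorescence interference ratio under 1.5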;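 further: plate controls were wells without compound for no effect and wells lacking Bcl-B protein for full effect; a part of the inactive calls stands beside numbers as strong as those of hits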
NFkB transloc pot: enhances IL-1B driven NFkB nuclear translocation; HUVEC IL-1B NFkB p65 nuclear translocation imaging; activation, % at 2 µM; 94,000 tested, 0.3% active;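 active means activation above 40%, about the mean plus 3 SD, also judged a hit on visual image review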;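 further: percent activation is computed from the nuclear over cytoplasmic p65 intensity ratio; values of inactives mirror those of a sister screen read the other way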
PLAP inhibitors HTS: PLAP enzyme inhibitors, biochemical, luminescence, HTS (AID 690); 96,000 tested, 0.08% active; purified PLAP, luminescent substrate; higher % means a stronger effect; one-dose inhibition, % at 20 µM; IC50 in µM for titrated hits; in the data active means a potency from the dose series; inactive means the rest, 99 in 100 with inhibition below about 30%; further: strong numbers were not always called active
MRP reversal: compounds reversing MRP-mediated drug resistance. H69AR cells + 2 uM doxorubicin, CellTiter-Glo, 72 h. differential viability (reversal), % at 10 µM. 85,000 tested, 0.04% active. AID 602;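 active means viability drop by adding the cancer drug above about 55%, with treated viability meeting a 40% cutoff, limit read from the data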;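 further: viability without doxorubicin minus viability with 2 µM doxorubicin for each compound; larger differential means the compound sensitizes cells more to doxorubicin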
MRP reversal cytotoxicity: further read-out of MRP reversal, marked with its call; viability, %; H69AR cells, CellTiter-Glo, 72 h; measured here: cytotoxicity without doxorubicin
MRP reversal with doxorubicin: also measured in MRP reversal; calls as there; viability, %; measured here: viability with 2 uM doxorubicin; stronger effect = lower value
NFkB transloc inh cell count 2 µM: second read-out of NFkB transloc inh, no call of its own (marks repeat the call); cell count; measured here: cells passing quality filter;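 raw number of nuclei counted in each imaged well without normalization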
NFkB transloc pot cell count 2 µM: further read-out of NFkB transloc pot, marked with its call; cell count; measured here: cells passing quality filter
An asterisk follows results filed as active; · = no result given. Some of the compounds tested, so the mix of outcomes need not match the whole.

SMILES	NFkB transloc inh	NFkB transloc inh cell count 2 µM	Bcl-B TR3 displacers	NFkB transloc pot	NFkB transloc pot cell count 2 µM	PLAP inhibitors HTS	MRP reversal	MRP reversal cytotoxicity	MRP reversal with doxorubicin
Cc1ccc(C(=O)NCc2ccc(N3CCN(C(=O)OC(C)(C)C)CC3)cc2)cc1	1.8	128	-5.8%	-1.8	128	-0.1%	·	·	·
O=C(Nc1nnc(C2CC2)s1)c1ccc(S(=O)(=O)c2ccccc2)cc1	8.9	204	15.5%	-8.9	204	-3.8%	-0.6	83.7	84.3
O=c1c([N+](=O)[O-])cc(C(F)(F)F)cn1Cc1cccc(Cl)c1	-10.0	149	·	10.0	149	6.3%	·	·	·
CCc1nnc(NC(=O)c2ccc(S(=O)(=O)N(CCOC)CCOC)cc2)s1	-15.9	52	9.8%	15.9	52	-8.6%	4.6	99.5	94.8
COc1ccc(C(=O)n2nc(-c3ccccc3)nc2N)cc1OC	13.9	119	-3.0%	-13.9	119	-4.4%	-2.5	92.6	95.2
Cn1c(=O)c2c(nc(CN3CCC(C(N)=O)CC3)n2CCCc2ccccc2)n(C)c1=O	-36.0	105	11.4%	36.0	105	-77.3%	0.4	88.5	88.0
O=C(c1cnc(-c2ccc(Cl)cc2)s1)c1ccc(Cl)cc1Cl	7.1	163	-10.2%	-7.1	163	35.7%	·	·	·
COc1cccc(NC(=O)N2CCCC2C(=O)NCC(C)C)c1 (configuration not stated)	-0.1	104	-8.6%	0.1	104	13.5%	2.2	94.3	92.1
CC(C)CCNC(=O)C(c1ccco1)N(CC1CCCO1)C(=O)Cn1nnc2ccccc21 (configuration not stated)	-19.2	126	·	19.2	126	·	-7.2	96.9	104.1
CCSc1nnc(NC(=O)CSc2nc3c(cc2C#N)CCCC3)s1	-17.2	170	-5.5%	17.2	170	2.9%	·	·	·
Brc1ccc(NCc2nnc3n2CCCCC3)cc1	-0.3	98	-1.5%	0.3	98	-41.2%	19.6	118.8	99.2
CCOc1ccc(/C=C/C(=O)c2c(O)c3ccccc3oc2=O)cc1	-7.3	145	4.3%	7.2	145	-13.7%	·	·	·
CC1CCCCN1C(=O)c1cnn2c(C(F)(F)F)cc(-c3ccco3)nc12 (configuration not stated)	3.3	73	-3.3%	-3.3	73	-21.2%	-3.1	70.6	73.7
NC(=O)c1csc(-c2ccncc2)n1	-15.7	86	1.6%	15.7	86	14.1%	·	·	·
CC1(C)CC(=O)C(C=Nc2cccnc2)=C(O)C1	2.4	159	-1.0%	-2.4	159	4.0%	·	·	·
CCCOC(=O)NC(CC)COC(=O)Nc1cccc(C)c1C (configuration not stated)	-3.6	178	-8.4%	3.6	178	-2.1%	·	·	·
CC(C)c1nnc(NC(=O)c2ccc(S(=O)(=O)N3CCOCC3)cc2)s1	·	·	0.2%	·	·	-8.1%	5.7	85.5	79.8
O=C1NC(=O)C2C1C(c1ccccc1)N1C3C(=O)NC(=O)C3C(c3ccccc3)N21 (configuration not stated)	-8.4	80	-5.2%	8.4	80	3.8%	3.3	100.7	97.4
CCc1cc(=O)n2[nH]c(C)c(-c3ccccc3OC)c2n1	-21.5	65	2.7%	21.5	65	-55.7%	-1.1	89.0	90.1
Cc1ccccc1C(=O)N=c1c(C#N)cc2c(=O)n3cccc(C)c3nc2n1Cc1ccco1	-23.7	121	-13.4%	23.7	121	-13.1%	-7.4	41.0	48.4
Cn1nc(C(=O)Nc2cccc(C(F)(F)F)c2)ccc1=O	-5.5	179	1.7%	5.5	179	17.0%	6.7	96.8	90.1
CC(=O)c1cc(F)c(N2CCN(CCC#N)CC2)cc1C	-16.1	143	·	16.1	143	·	10.3	95.2	84.9
Cc1cc(C)c[n+](CC(=O)c2cc3ccccc3oc2=O)c1	-0.9	143	-7.5%	0.9	143	-22.3%	·	·	·
CN(NC(=O)Nc1ccc(Cl)cc1)c1ncc(C(F)(F)F)cc1Cl	-16.8	144	·	16.8	144	·	·	·	·
COc1cc(NC(=O)c2noc3c2CCCC3)c(OC)cc1Cl	·	·	-4.3%	·	·	6.7%	-8.2	61.2	69.3
Cc1[nH]nc2c1C(c1cccc(OC(=O)N3CCOCC3)c1)C(C#N)=C(N)O2 (configuration not stated)	-1.8	109	-2.0%	1.8	109	-23.0%	-14.4	89.4	103.8
Cc1nnc(C)n1/N=C/c1ccccc1	-6.4	177	-0.8%	6.4	177	-10.2%	7.0	108.4	101.4
CN1CCN(c2nc(-c3cccs3)cc(C(F)(F)F)n2)CC1	4.0	109	-8.1%	-4.0	109	-37.5%	0.8	79.3	78.5
CCOc1ccc(NC(=O)c2ccco2)cc1	-19.6	127	0.1%	19.6	127	16.8%	2.6	87.9	85.2
COc1ccc(N2C(=O)C3CCCN3C2c2cccc(F)c2)cc1Cl (configuration not stated)	9.3	139	3.8%	-9.3	139	-6.5%	1.9	78.8	77.0
CNC(=O)C(Sc1ccccc1)c1ccccc1 (configuration not stated)	·	·	3.9%	·	·	7.1%	12.6	91.8	79.2
CCCCN(C(=O)Cc1cccs1)c1nnc(-c2cccnc2)s1	1.5	118	·	-1.5	118	·	22.0	98.1	76.1
CCC1CCCN1Cn1cnc2c([nH]c3ccccc32)c1=O (configuration not stated)	-11.1	42	13.3%	11.1	42	-9.4%	4.7	91.3	86.6
Cc1ccc(C2(C(F)(F)F)NC(=O)N3CCCN=C3S2)cc1 (configuration not stated)	·	·	4.4%	·	·	2.0%	6.8	101.9	95.1
CNC(=O)c1sc(SC)cc1-c1ccc(Cl)cc1	-12.4	141	-2.2%	12.3	141	2.3%	·	·	·
OCCN1CCN(c2nc(-c3ccccc3)nc3c2oc2ccccc23)CC1	-15.7	133	1.8%	15.7	133	-46.6%	-14.0	23.7	37.7
COc1ccccc1CN1CCCC(C(=O)N(C)Cc2ccccc2)C1 (configuration not stated)	1.3	170	-1.5%	-1.3	170	-53.4%	-2.5	83.8	86.3
CN1C(=O)c2ccc(NC(=O)c3c(F)c(F)c(F)c(F)c3F)cc2C1=O	-0.1	107	-1.9%	0.1	107	15.7%	8.2	83.0	74.8
COc1cccc(CNC(=O)C2CCN(S(=O)(=O)c3ccc(F)cc3)CC2)c1	-1.1	111	-8.0%	1.1	111	10.1%	·	·	·
COC(=O)C1=C(C)Nc2nnnn2C1c1ccc(Cl)cc1Cl (configuration not stated)	-2.3	179	-2.4%	2.3	179	17.5%	-12.4	81.2	93.7

4 of these compounds in a different format:
Every second line gives: NFkB transloc inh, NFkB transloc inh cell count 2 µM, Bcl-B TR3 displacers, NFkB transloc pot, NFkB transloc pot cell count 2 µM, PLAP inhibitors HTS, MRP reversal, MRP reversal cytotoxicity, MRP reversal with doxorubicin
- COc1cccc(NC(=O)N2CCCC2C(=O)NCC(C)C)c1 (configuration not stated)
  -0.1, 104, -8.6%, 0.1, 104, 13.5%, 2.2, 94.3, 92.1
- CC(C)CCNC(=O)C(c1ccco1)N(CC1CCCO1)C(=O)Cn1nnc2ccccc21 (configuration not stated)
  -19.2, 126, ·, 19.2, 126, ·, -7.2, 96.9, 104.1
- CCSc1nnc(NC(=O)CSc2nc3c(cc2C#N)CCCC3)s1
  -17.2, 170, -5.5%, 17.2, 170, 2.9%, ·, ·, ·
- Brc1ccc(NCc2nnc3n2CCCCC3)cc1
  -0.3, 98, -1.5%, 0.3, 98, -41.2%, 19.6, 118.8, 99.2

New compounds follow.
SMILES	NFkB transloc inh	NFkB transloc inh cell count 2 µM	Bcl-B TR3 displacers	NFkB transloc pot	NFkB transloc pot cell count 2 µM	PLAP inhibitors HTS	MRP reversal	MRP reversal cytotoxicity	MRP reversal with doxorubicin
CSc1ccccc1C(=O)Nc1cc(C)cc(C)c1	·	·	7.5%	·	·	-1.2%	-0.2	96.1	96.3
CCOC(=O)c1cccc(NC(=O)C2CCCN(S(=O)(=O)c3c(C)nn(C)c3C)C2)c1 (configuration not stated)	4.2	175	-17.1%	-4.2	175	-57.5%	-7.5	75.4	82.8
COc1ccc(S(=O)(=O)Cc2ccc(C(=O)N3CCN(c4ccccc4)CC3)o2)cc1	·	·	2.7%	·	·	-29.5%	·	·	·
CCOC(=O)C1=CN(C)C=C(C(=O)OCC)C1c1ccsc1	8.2	76	-1.0%	-8.2	76	-17.2%	·	·	·
CC(C)(C)SCCNC(=O)CSc1ccccc1	2.6	206	·	-2.6	206	·	16.6	102.1	85.5
Nn1c(SCC(=O)N2CCN(S(=O)(=O)c3ccc(Cl)cc3)CC2)nnc1-c1cccs1	5.3	198	-9.3%	-5.3	198	-58.0%	-7.7	76.9	84.5
CC(C)Cc1nc2n[nH]c(N)c2c2c1CCCC2	12.0	134	-2.4%	-12.0	134	-36.7%	20.5	96.1	75.6
Cc1ccc(-c2ccc(CCC(=O)O)n2-c2ccc(O)cc2)cc1	1.5	167	-11.6%	-1.5	167	-18.4%	-1.8	88.7	90.5
CCC1(CC)C(=O)N(C)C(=O)NC1=Nc1ccccc1	-11.0	127	6.3%	11.0	127	12.0%	2.8	106.1	103.4
CCOC(=O)Cn1c(=O)oc2cc(S(=O)(=O)N3CCCC(C(=O)OCC)C3)ccc21 (configuration not stated)	9.0	52	-5.4%	-9.0	52	-7.1%	1.7	97.1	95.4
CCOC(=O)c1c(NC(=O)CSc2nnc(CNc3ccc(F)cc3)o2)sc(C)c1C	1.2	140	-2.4%	-1.2	140	-63.3%	1.9	85.2	83.3
Cc1ccc(C(=O)N2CCSCC2)cc1	-14.5	164	-11.4%	14.5	164	16.5%	7.7	92.2	84.5
C(=N\n1cnnc1)/C1CCCCC1	7.9	100	-6.8%	-7.9	100	-1.7%	-8.9	88.4	97.3
CC(=O)Nc1ccc(C(=O)Cn2nnc3ccccc3c2=O)cc1	-27.4	126	-1.9%	27.4	126	-5.8%	-13.6	87.6	101.2
CCOc1ccc2c(c1)N(C(=O)CN1C(=O)CCC1=O)C(C)(C)C=C2C	·	·	6.5%	·	·	-38.1%	5.1	100.5	95.3
C/C(=N\N=C(c1ccccc1)c1ccccc1)c1cccs1	4.8	95	-3.1%	-4.8	95	-0.1%	·	·	·
Cc1ccc(C)c(NC2=NS(=O)(=O)c3ccccc32)c1	-1.6	164	-1.6%	1.6	164	3.7%	-7.9	85.6	93.5
COC(=O)c1c(NS(=O)(=O)c2ccc(C)cc2)sc2c1CCC(C)C2 (configuration not stated)	-12.6	109	·	12.6	109	·	-4.0	78.0	82.0
CCOc1ccccc1NC(=O)CSc1nnc(-c2cnccn2)n1C	-0.2	160	1.9%	0.2	160	-4.3%	·	·	·
Cc1ccc(Nc2ncnc3sc(C)c(C)c23)cc1C	-22.4	42	0.9%	22.4	42	24.4%	16.1	87.3	71.2
Cc1ccccc1OCC(=O)NCC1CCCO1 (configuration not stated)	9.2	153	-2.7%	-9.2	153	19.5%	1.4	96.8	95.5
COc1ccc(-c2cc(C(=O)N3CCN(C(c4ccccc4)c4ccccc4)CC3)no2)cc1	-1.3	180	3.7%	1.3	180	1.7%	15.1	101.4	86.3

Structures shown so far with a tert-butyl group, in the order listed:
SMILES	NFkB transloc inh	NFkB transloc inh cell count 2 µM	Bcl-B TR3 displacers	NFkB transloc pot	NFkB transloc pot cell count 2 µM	PLAP inhibitors HTS	MRP reversal	MRP reversal cytotoxicity	MRP reversal with doxorubicin
Cc1ccc(C(=O)NCc2ccc(N3CCN(C(=O)OC(C)(C)C)CC3)cc2)cc1	1.8	128	-5.8%	-1.8	128	-0.1%	·	·	·
CC(C)(C)SCCNC(=O)CSc1ccccc1	2.6	206	·	-2.6	206	·	16.6	102.1	85.5

Assay outcomes from PubChem.
